BRCA1 expr act – activators of BRCA1 expression. MCF7-BRCA1-FFLuc reporter, luminescence, 48 h; response scale: scaled: vehicle 0%, 10 µM genistein 100%. Potency, µM (series often up to 46.1 µM), without a hit: at the highest dose activation, usual class: activators. hit rate 1.1% among 380,000; further: potency means the concentration at half of the fitted maximal effect; nearly all actives have a fitted effect of over 80% in size; some results filed as inactive show a strong effect at the top dose
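Reporter cells (MCF7, BRCA1 promoter-firefly luciferase) received library compounds across a concentration series for 48 h. End-point luminescence was measured and concentration-effect curves derived after normalization.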
RORg inh – blocks mouse ROR gamma transcriptional activity; P51450; Drosophila S2 Gal4-RORgamma UAS-luciferase reporter, 20 h; Potency, µM (highest dose often 53.6 µM), for the others: at the highest dose activity change, negative = inhibition, most hits filed as inhibitors; hit rate 5.4% among 310,000; further: potency means the concentration at half of the fitted maximal effect; on the % scale 0 is the no-effect control and ±100 the full control effect; nearly all actives have a fitted effect of over 60% in size
Target sequence (P51450 whole entry, looked up, the tested form may be a part): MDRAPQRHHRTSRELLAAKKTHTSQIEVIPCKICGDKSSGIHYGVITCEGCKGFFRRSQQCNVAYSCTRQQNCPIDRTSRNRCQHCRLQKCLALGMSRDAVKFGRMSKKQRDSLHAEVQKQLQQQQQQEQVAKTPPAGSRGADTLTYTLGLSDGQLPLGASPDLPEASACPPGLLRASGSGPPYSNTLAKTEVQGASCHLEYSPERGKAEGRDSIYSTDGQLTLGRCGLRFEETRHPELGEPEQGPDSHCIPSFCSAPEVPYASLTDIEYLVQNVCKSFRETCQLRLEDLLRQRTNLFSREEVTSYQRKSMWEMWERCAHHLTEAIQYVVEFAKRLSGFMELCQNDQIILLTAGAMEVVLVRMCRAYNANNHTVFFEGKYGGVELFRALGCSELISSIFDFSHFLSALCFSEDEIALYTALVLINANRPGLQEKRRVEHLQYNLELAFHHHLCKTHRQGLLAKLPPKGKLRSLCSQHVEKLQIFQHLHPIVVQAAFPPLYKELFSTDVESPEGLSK
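Drosophila S2 cells stably expressing Gal4-DBD/mouse RORγ fusion under metallothionein promoter plus UAS-luciferase; compound 1 h, then 700 uM CuSO4 induction for 20 h at ambient temperature; inhibition read as reduced luminescence.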
Rab9 promoter act – Rab9 promoter activation | Huh7 Rab9 promoter-luciferase reporter, luminescence, 24 h | Potency, µM (doses to about 9.22 µM), for the others: at the top dose activation, negative = inhibition, actives largely listed as activators | hit rate 2.8% among 320,000; further: potency means the concentration at half of the fitted maximal effect; % of control where 0% means no effect; nearly all actives have a fitted effect of over 60% in size
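Steps: seed 1500 Huh7 Rab9-luc cells per well, rest 2 h at 37 °C; add compound in DMSO; incubate 24 h; add luciferase reagent, 10 min ambient; read luminescence.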
Menin-MLL TR inh – menin-MLL binding inhibition, Texas Red mutant peptide. hit rate 0.23% among 270,000. Potency, µM (top dose mostly 61.6 µM), inactives show at the top dose FP activity change, negative = inhibition, usual class: inhibitors. O00255. Menin + Texas Red MLL mutant peptide, fluorescence polarization; active means well fitted inhibition curve with a large enough effect in the polarisation, with a control signal flat, not every such curve was filed as active; inconclusive means small, poorly fitted or top-dose-only effect, or effect the other way, or a change in a side signal; inactive means no such curve, though single readings can be large or run the other way; the % refers to the polarisation; further: potency means the concentration at half of the fitted maximal effect; % of control where 0% means no effect; many of its hits are not listed in these tables
FLuc counter – counter-screen for miR-21 project: firefly luciferase inhibitors or activators; purified FLuc, Km substrates, luminescence inhibition; hit rate 6.9% among 360,000; AID 588342; Potency, µM (titrated, usually from 57.5 µM), for inactives: at the highest dose activity change, negative = inhibition, hits mostly inhibitors; P08659;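 further: potency means the concentration at half of the fitted maximal effect; plate controls were vehicle for no effect and reference inhibitor for full effect; nearly all actives have a fitted effect of over 55% in size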
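Purified P. pyralis luciferase (10nM final) with 10uM D-luciferin and 10uM ATP (Km levels) in 50mM Tris acetate pH 7.5, 10mM Mg acetate, 0.01% Tween-20, 0.05% BSA; qHTS 6-point titration, ~60 µM downward; luminescence read.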
Giardia kill – kills Giardia lamblia. Giardia lamblia trophozoite viability. activity change, % at 7.66 µM, hits read low. hit rate 0.15% among 340,000. AID 540267; in the data active means activity change below about -80%; inconclusive means between about -30% and that limit;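 further: parasites exposed to compound for two days anaerobically before the ATP read; on the % scale 0 is the no-effect control and ±100 the full control effect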
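Giardia trophozoites, 100 cells per well, were exposed to compounds for 48 hrs at 37 deg C under anaerobic conditions; viability was then read as ATP content by bioluminescence after 15-30 min at room temperature.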
Gal4-VP16 FLuc – counter-screen for ROR gamma inhibitors: Gal4-VP16 reporter; AID 2546; Drosophila S2 Gal4-VP16 UAS-luciferase, luminescence, 20 h; hit rate 3.5% among 310,000; Potency, µM (series often up to 53.6 µM), for the others: at the top dose activity, negative = inhibition, hits mostly inhibitors;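 further: Gal4-VP16 expression switched on by copper sulfate through the metallothionein promoter; potency means the concentration at half of the fitted maximal effect; on the % scale 0 is the no-effect control and ±100 the full control effect; nearly all actives have a fitted effect of over 50% in size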
ELG1 genotox – inducers of genotoxicity in HEK293T ELG1-luciferase cells; HEK293T ELG1-luciferase reporter, luminescence, 16 h; Potency, µM (series often up to 46 µM), for inactives: top-dose activity change, positive = activation, hits mostly activators; hit rate 1.3% among 330,000; further: potency means the concentration at half of the fitted maximal effect; % of control where 0% means no effect; nearly all actives have a fitted effect of over 60% in size
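Reporter readout depends on ELG1 protein level, which increases with genetic stress. After 16 hr compound exposure at 37 °C, luciferase activity was quantified using ONE-Glo.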
PKM2 act – increases activity of human pyruvate kinase M2. P14618. purified PKM2, Kinase-Glo ATP luminescence, activation; response scale: 0% is enzyme alone, no compound. Potency, µM (highest dose often 57.5 µM), for the others: at the top dose activation, actives largely listed as activators. hit rate 0.34% among 260,000. AID 1631; further: potency means the concentration at half of the fitted maximal effect; on the % scale 0 is the no-effect control and ±100 the full control effect; nearly all actives have a fitted effect of over 55% in size
Target sequence (P14618 whole entry, looked up): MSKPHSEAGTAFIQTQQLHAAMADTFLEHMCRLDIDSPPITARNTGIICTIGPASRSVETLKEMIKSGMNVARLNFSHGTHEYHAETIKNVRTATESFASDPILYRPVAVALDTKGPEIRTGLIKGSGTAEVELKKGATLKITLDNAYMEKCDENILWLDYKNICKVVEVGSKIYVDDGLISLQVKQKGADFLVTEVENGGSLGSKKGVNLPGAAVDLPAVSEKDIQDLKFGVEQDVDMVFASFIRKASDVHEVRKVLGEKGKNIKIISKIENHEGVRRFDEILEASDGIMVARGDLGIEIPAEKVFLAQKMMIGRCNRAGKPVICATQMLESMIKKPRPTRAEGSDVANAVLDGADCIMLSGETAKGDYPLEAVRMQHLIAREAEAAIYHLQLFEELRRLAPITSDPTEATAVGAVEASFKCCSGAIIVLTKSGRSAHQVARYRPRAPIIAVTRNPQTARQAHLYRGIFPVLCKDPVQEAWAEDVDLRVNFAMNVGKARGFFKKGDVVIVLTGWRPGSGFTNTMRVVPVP
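Purified hPK-M2 (>95% pure) converted ADP (0.1 mM final) to ATP with 0.5 mM PEP in 50 mM imidazole pH7.2, KCl, MgCl2, Tween 20, BSA; 1 h at room temperature. ATP detected by Kinase-Glo luminescence.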
p53 reactivator – mutant p53 re-activation in reporter cells; H1299 p53-A138V BP100-luciferase reporter, luminescence, 24 h; Potency, µM (top dose mostly 92.2 µM), without a hit: top-dose activity change, positive = activation, hits mostly activators; hit rate 0.063% among 320,000; AID 504706; further: potency means the concentration at half of the fitted maximal effect; % of control where 0% means no effect; nearly all actives have a fitted effect of over 45% in size
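p53-null H1299 cells stably carrying temperature-sensitive p53-A138V and a BP100-luciferase reporter were pinned with compounds (4-point, 1:5 series) and held 24 hrs at 37 deg C. Luminescence was read 10 min after detection reagent.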
NPC1 promoter act – activators of NPC1 promoter | hit rate 2.4% among 320,000 | Huh7 NPC1 promoter luciferase reporter, 24 h | Potency, µM (doses to about 9.22 µM), without a hit: at the highest dose activation, most hits filed as activators;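 further: potency means the concentration at half of the fitted maximal effect; % of control where 0% means no effect; nearly all actives have a fitted effect of over 60% in size; reporter is driven by a mutant NPC1 promoter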
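Luminescence from an NPC1 promoter-driven luciferase reporter in stably transfected Huh7 cells was measured after 24 h compound treatment at 37 °C, followed by 10 min ambient incubation with luciferase detection reagent.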
* hit, by the source's call; ? = inconclusive; / = no result given; [ ] = dose if it differs, or a comment. Unless noted, the call rests on the fitted dose curve; in most records, active means well fitted curve in the direction sought with a large enough effect; inconclusive means small, poorly fitted or top-dose-only effect, or another doubt; inactive means no such curve, though single readings can be large; an effect the other way counts as inactive or inconclusive.

SMILES	BRCA1 expr act	RORg inh	Rab9 promoter act	Menin-MLL TR inh	FLuc counter	Giardia kill	Gal4-VP16 FLuc	ELG1 genotox	PKM2 act	p53 reactivator	NPC1 promoter act
COc1ccc(CN(CC2CCC(C(=O)O)CC2)C(=S)Nc2ccccc2OC)cc1 (stereo not drawn)	8%	25%	-3%	7%	-10%	8	?	-2%	-4%	0%	-7%
Cc1c(Cl)cccc1NC(=S)N1CCN(Cc2ccc3c(c2)OCO3)CC1	-30%	11µM*	-3%	-8%	0%	-2	14µM*	0%	-3%	-3%	-1%
COC(=O)C1=C(C)NC(C)=C(C(=O)OC)C1c1ccc(NC(C)=O)cc1	6%	-23%	?	9%	3%	-2	16%	0%	-4%	-9%	0%
COc1ccc(S(=O)(=O)N(C)C)cc1NC(=O)CSc1nc(N)cc(N)n1	0%	7%	-1%	/	1%	8	-2%	-2%	?	1%	-1%
CC(OC(=O)c1ccc2c(c1)OCCO2)C(=O)NC1CCCCC1C (stereo not drawn)	0%	/	-2%	/	-1%	17	/	-4%	/	7%	-1%
C=CCN(c1ccccc1)S(=O)(=O)c1cccc(C(=O)NCC(c2cccs2)N2CCOCC2)c1 (stereo not drawn)	-23%	/	1%	/	1%	10	/	-4%	/	1%	-1%
CC1(C)CC(=O)c2sc(NC(=O)c3cccs3)nc2C1	-21%	5µM*	0.5µM*	25%	0.76µM*	-96*	5.6µM*	?	-23%	?	?
Cc1ccc(C)c(Cn2cnc3c(nnn3-c3ccc(F)cc3)c2=O)c1	8%	3%	-8%	?	8%	-6	-10%	1%	0%	-3%	0%
CCCC(c1nnnn1CC1CCCO1)N1CCN(c2ccccc2)CC1 (stereo not drawn)	-11%	10%	-6%	-19%	-2%	18	-4%	1%	-4%	4%	-2%
O=C(CCC(=O)N(CC(=O)NC1CCCC1)C1CCCC1)Nc1ccccn1	-15%	2%	5%	-9%	3%	-9	-10%	0%	8%	-2%	14%
Cc1oc(-c2ccccc2F)nc1CS(=O)CC(=O)NCc1ccccn1 (stereo not drawn)	33%	?	1%	/	-1%	3	4%	6%	/	12%	0%
COc1cc2c(cc1OC)CN(C(=O)c1cccc(S(=O)(=O)N3CCc4ccccc43)c1)CC2	-28%	/	-9%	/	3%	4	/	-8%	/	-5%	-3%
Cc1ccc(-c2cc(C(=O)NC3CCCC3)no2)cc1	?	?	2µM*	21%	2.1µM*	-5	-9%	?	/	23%	0.56µM*
Cc1ccccc1-n1nc2c(c1NC(=O)c1ccc(Br)o1)CSC2	20%	42%	-2%	?	-3%	3	-3%	1%	10%	-13%	-2%
C(=N\n1cnnc1)/c1cn(Cc2ccccc2)c2ccccc12	-42%	3%	4%	-2%	1%	-10	9%	-1%	4%	-29%	0%
COc1ccc(-c2c(C)oc3c(CN4CCOCC4)c(O)ccc3c2=O)cc1	-1%	-59%	1%	/	5%	-1	-24%	-1%	2%	1%	-3%
CC1CN(S(=O)(=O)Cc2ccccc2)CC(C)O1 (stereo not drawn)	-2%	?	3%	0%	0%	-11	0%	3%	-5%	-1%	0%
Cc1cccc(N2CCN(C(=O)c3ccc(CS(=O)Cc4cccc(Cl)c4)o3)CC2)c1C (stereo not drawn)	-31%	0%	-9%	-17%	0%	-22	5%	-17%	/	-10%	-1%
CCN(CC)c1ccc(/C=C(/C#N)C(=O)NCc2ccccc2)o1	10µM*	?	?	5%	24µM*	-8	0%	15%	5%	27%	23%
O=C1CC2(CCCC2)CC(=O)N1c1ccccc1	0%	-26%	-5%	19%	-4%	10	6%[10 µM]	0%	-7%	-1%	-2%
CCC(C)NC(=O)N1c2ccccc2Sc2ccccc21 (stereo not drawn)	-8%	27%	8%	/	1%	-2	2%	-6%	1%	-1%	-5%
CCn1c(/C=C/c2ccccc2)nc2ccccc21	-4%	16µM*	1.3µM*	4%	0.6µM*	?	?	?	-50%	21%	2µM*
COc1ccc2[nH]c(=S)cc(C)c2c1	-27%	7.1µM*	-3%	/	-16%	13	-11%	8%	1%	-1%	1%
CCOC(=O)c1c(C)[nH]c(C(=O)OCC(=O)Nc2sccc2C(N)=O)c1C	-67%	/	-12%	/	-18%	-5	/	-36%[inhibitor]	/	-18%	-5%
COc1ccc(NC(=O)CC2C(=O)N(c3ccc(F)cc3)C(=S)N2NC(=O)c2ccccc2)cc1 (stereo not drawn)	4%	13µM*	3%	?	-6%	3	?	2%	0%	8%	0%
COC(=O)C(Cc1ccccc1)N1CCS(=O)(=O)CC1 (stereo not drawn)	-5%	6%	-1%	0%	-3%	7	4%[10 µM]	-1%	-5%	-3%	0%
Cc1cc(N)ccc1S(C)(=O)=O	0%	3%	0%	3%	1%	-5	-9%	0%	2%	1%	-4%
COc1cccc(C(=O)Nc2ccccc2N2CCCC2)c1	0%	8%	-6%	-10%	3%	-3	0%	-1%	8%	-15%	0%
CCOC(=O)C1CCN(c2nc3ccccc3nc2C(C#N)C(=O)OC(C)C)CC1 (stereo not drawn)	3%	10%	-10%	?	-1%	21	1%	-4%	-1%	13%	-7%
CCOC(=O)C1(Cc2cccc(OC)c2)CCCN(Cc2c(C)nn(C(C)C)c2C)C1 (stereo not drawn)	1%	?	-2%	/	-2%	-26	-5%	-6%	0%	-6%	2%

Continued:
SMILES	BRCA1 expr act	RORg inh	Rab9 promoter act	Menin-MLL TR inh	FLuc counter	Giardia kill	Gal4-VP16 FLuc	ELG1 genotox	PKM2 act	p53 reactivator	NPC1 promoter act
CC(=O)Nc1sc2c(c1CN1CCN(c3ccc(F)cc3)CC1)CCCC2	-43%	14%	-4%	-19%	-1%	13	2%	-7%	12%	6%	0%
COc1cc(-c2nnc(SCC(=O)N(C)C3CCS(=O)(=O)C3)o2)cc(OC)c1OC (stereo not drawn)	2%	-4%	12%	-5%	-2%	-9	4%	14%	0%	-3%	0%
COc1cc(C2C(C#N)=C(C)NC3=C2C(=O)CC(C)(C)C3)ccc1OCCO (stereo not drawn)	-6%	-6%	-2%	3%	10%	4	8%	-3%	2%	-10%	-3%
COc1ncnc2c1NC(=O)CS2	-3%	0%[10 µM]	-4%	9%	0%	18	1%	2%	-2%	-3%	-2%
O=C(NC1CCS(=O)(=O)C1)c1cccc(S(=O)(=O)N2CCCC2)c1 (stereo not drawn)	0%	29%	0%	7%	-1%	-5	-11%	1%	0%	19%	-4%
CC1CN(Cc2ccccc2)c2nc3c(c(=O)n(CC(N)=O)c(=O)n3C)n2C1 (stereo not drawn)	-38%	-18%	1%	-10%	7%	8	-4%	1%	7%[0.46 µM]	5%	1%
COc1ccc(CCNC(=O)c2ccco2)cc1OC	1%	7%	-9%	4%	5%	-13	11%	3%	-1%	0%	0%
COc1cccc(OC)c1C(=O)Nn1c(C2CCC2)nc2ccccc2c1=O	11%	23%	2%	1%	4%	6	-17%	1%	10%	-5%	-1%
COc1ccc(CC2CCOC2=O)cc1 (stereo not drawn)	-10%	-12%	5%	7%	0%	4	1%	4%	-3%	2%	-3%
O=C(/C=C/c1cccc(Cl)c1)c1nc2ccccc2[nH]1	0%	3.2µM*	1%	?	2.7µM*	-3	?	24%	8%	-11%	-2%
Cc1nnc(NC(=O)CC(CN(C)S(=O)(=O)c2ccccc2)c2ccccc2)s1 (stereo not drawn)	-36%	2%	-2%	-4%	-1%	7	2%	2%	7%	-2%	-3%
COCCn1c(SCC(=O)Nc2cccnc2Cl)nc2ccccc2c1=O	-20%	/	-1%	/	2%	17	/	0%	/	-18%	-5%
C=CCN=C1SC(C)(C)C(=O)N1S(=O)(=O)c1ccc(C)cc1	26%	14%	2%	-1%	0%	18	-4%	-4%	4%	0%	-2%

Only part of the results is shown, so the mix of outcomes need not match the whole.
